Dynein cargo inh – inhibitors of GR-EGFP nuclear translocation, primary screen, dynein cargo transport inhibitor project, imaging, high-content, 3617.4 mouse cells. test concentration mostly 20 µM; stimulated with dexamethasone, 1 µM; hits give low values. z-score, hits read low. hit rate 0.47% among 220,000. AID 1381, 2008;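 active = plate z-score of nuclear minus cytoplasmic receptor signal below a set negative limit, without overly bright fluorescence or cell loss, cut at about -3.5 in these data, passing the limit was not always enough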;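 also: z-score of nuclear minus cytoplasmic ring GR-EGFP intensity difference per well; some compounds called inactive have numbers as strong as hits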
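Medium: Induction medium lacking tetracycline, stripped serum | Probe or stimulus: 1.0 µM final dexamethasone stimulus | Schedule: 48 h induction, then 1 h compound, then 30 min agonist, 37 °C | Signal: Automated 10x imaging of fixed Hoechst-stained cells | Evaluation: Per-cell GR-EGFP intensity, nucleus versus surrounding cytoplasmic ring, well-averaged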
Yfh1-depleted yeast – enhancers of respiration in Yfh1-depleted yeast, dose response, Friedreich's ataxia, plus single-dose screen (AID 1465); hit rate 0.074% among 220,000; S. cerevisiae Yfh1-off respiration, WST-1 reduction, 72 h; higher fold induction means a stronger effect; one-dose fold induction at 50 µM; EC50 in µM for titrated hits;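 active = fold induction of absorbance versus untreated yeast above a set limit, then at least 30% activation at any dose in follow-up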;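 also: activators that raise dye reduction in frataxin-depleted yeast; strong numbers were not always called active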
WT yeast gro inh – growth inhibition of WT strain, primary screen, mitochondrial fusion inhibitor project, WT and mutant strains, chemical genetic; hit rate 2.1% among 190,000; inhibition, % at 10 µM; mitochondrial fusion phenotypic screen; in the data active = inhibition above about 58%; tested in S. cerevisiae
Hep lipid drop – inhibitors of hepatocyte lipid droplet formation, primary screen, imaging, high-throughput imaging, BODIPY stain | AML12 mouse hepatocytes, oleate lipid droplets | inhibition, % at 6.5 µM | hit rate 0.4% among 240,000;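 active = lipid droplet intensity inhibited by at least 50%, with more than 500 cells counted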
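Test system: AML12 mouse liver cells; schedule: overnight exposure; technique: high-content imaging of BODIPY-stained droplets and DAPI nuclei; read-out: % inhibition of corrected integrated BODIPY droplet signal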
Autophagy HCS – autophagy modulators in MEF cells, primary screen, imaging, high-content, MEF GFP-LC3; AID 463193, 2010; hit rate 0.98% among 190,000; calls only at 10 µM (by protocol); MEF GFP-LC3 puncta imaging; test concentration mostly 10 µM;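 active = percentage of spot-positive cells more than 3 SD above its plate mean, without a fluorescence outlier flag or 80% toxicity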;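 also: spot-positive cell cutoff set from DMSO-treated cells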
bCat nuc transl – modulators of beta-catenin nuclear translocation, primary screen, imaging, HeLa cells, immunofluorescence, high-content | nuclear translocation activity, % at 5 µM | hit rate 0.3% among 190,000 | AID 1665, 2009;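 active = nuclear translocation activity above 50% at 5 µM, with a well cell count of 50 or more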;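 also: per-cell ratio of nuclear to cytoplasmic median beta-catenin stain intensity; plate controls were DMSO negative control for no effect and GSK-3 inhibitor IX positive control for full effect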
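Read-out: Nuclear/cytoplasmic beta-catenin signal ratio, % activation | Assay system: Human HeLa cell line | Times: 24 h compound exposure at 37°C, 5% CO2 | Signal: Fluorescence imaging of beta-catenin antibody stain plus DAPI | Dosing: 5 µM primary, 0.02–20 µM confirmation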
HEK293 NOD2/NF-kB – NOD2 signaling inhibitors, cell-based, luminescence, uHTS, HEK293 (AID 1566). HEK293 NOD2/NF-kB luciferase reporter, luminescence; higher % means a stronger effect. inhibition, % at 4 µM; hits with a dose series show EC50 in µM. hit rate 0.63% among 290,000; in the data active = inhibition above about 50%; also: many of its hits are not listed in these tables
MT stabilize HCS – microtubule stabilizers in HeLa cells, primary screen, imaging, high-content imaging; HeLa tubulin immunostaining HCS, 24 h; share of cells brighter than vehicle mean+2SD; % tubulin-high responders, % at 10 µM; hit rate 0.83% among 200,000; AID 2205, 2009;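 active = plate Z-score above 3 for both tubulin-high and condensed-nucleus cell shares, with cell loss under 80%, at 10 µM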;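 also: anti alpha tubulin signal scored within the nucleus-defined area of each cell; some results filed as inactive read as strong as hits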
Insulin prom up – insulin promoter activators in MIN6 cells, imaging, high-content screening, mouse beta cells; MIN6 insulin promoter-GFP reporter; hits give high values; z-score at 5 µM; hit rate 0.3% among 190,000; AID 1625, 2009;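 active = z-score above 3 at 5 µM with at least 500 cells counted in the well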
WT yeast gro inh mutant strain – second read-out of WT yeast gro inh, no call of its own (marks repeat the call); inhibition, %; mitochondrial fusion phenotypic screen, mutant strain inhibition
Dynein cargo inh cytoplasmic EGFP – second read-out of Dynein cargo inh, no call of its own (marks repeat the call); z-score; measured here: cytoplasmic GR-EGFP intensity; hits give high values
Dynein cargo inh nuclear GR-EGFP – second read-out of Dynein cargo inh, no call of its own (marks repeat the call); z-score; measured here: nuclear GR-EGFP intensity;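 lower value marks the stronger effect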
Dynein cargo inh cell count – also measured in Dynein cargo inh; calls as there; z-score; measured here: cell count per field
Insulin prom up cell count – second read-out of Insulin prom up, no call of its own (marks repeat the call); cell count; measured here: cytotoxicity, nuclei count;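 total cells summed across four imaged fields per well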
Hep lipid drop cells 6.5 µM – second read-out of Hep lipid drop, no call of its own (marks repeat the call); cell count; measured here: cell count, cytotoxicity flag;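 cells counted across two imaged fields per well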
bCat nuc transl cell count 5 µM – also measured in bCat nuc transl; calls as there; cell count; measured here: cell count, cytotoxicity flag
MT stabilize HCS Hoechst-high % – recorded beside MT stabilize HCS, whose call it bears; % Hoechst-high responders; measured here: nuclear condensation Hoechst responders;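 share of cells brighter than vehicle mean plus two SD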
MT stabilize HCS cytotoxicity % – recorded beside MT stabilize HCS, whose call it bears; toxicity, %; measured here: cytotoxicity by cell density;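 0% = mean cell density of plate MIN control wells and 100% = no cells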
Autophagy HCS cell loss 18 h – also measured in Autophagy HCS; calls as there; toxicity, %; measured here: cell loss, nuclei count;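 cell loss after 18 h compound exposure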
* marks the source's active call; other numbers are inactive results; i = inactive; nt = not tested or not shown.

Compound	Hep lipid drop	Insulin prom up	MT stabilize HCS cytotoxicity %	HEK293 NOD2/NF-kB	bCat nuc transl cell count 5 µM	Yfh1-depleted yeast	Dynein cargo inh cytoplasmic EGFP	WT yeast gro inh	MT stabilize HCS Hoechst-high %	bCat nuc transl	Insulin prom up cell count	MT stabilize HCS	Autophagy HCS	Autophagy HCS cell loss 18 h	Dynein cargo inh cell count	Hep lipid drop cells 6.5 µM	Dynein cargo inh	Dynein cargo inh nuclear GR-EGFP	WT yeast gro inh mutant strain
CCCSc1ccc2nc(NC(=O)OC)[nH]c2c1	-96	nt	53*	-33%	nt	i	0.11	-3	47*	nt	nt	20*	i	41	-0.24	407	0.28	0.63	-1
Cn1cc(SCC(=O)N2CCOCC2)c2ccccc21	-2	-0.34	0.7	4%	1048	i	0.29	0	2.2	0.9	1830	2.6	i	6	-0.041	672	-0.11	0.16	-2
Cc1ccc2c(c1)C(SCC(=O)NCCc1ccccc1)CC1(CCCC1)O2 (stereo not drawn)	-27	0.44	11	-17%	561	nt	-0.29	26	3.3	-3.0	1254	4.6	i	8	0.54	656	-0.78	0.16	-21
O=C1c2ccccc2NC(c2ccccc2O)N1NS(=O)(=O)c1ccccc1 (stereo not drawn)	-28	0	2.4	14%	1071	i	-0.37	-6	2.8	0.6	1203	2.0	i	-2	-0.088	734	0.23	-0.42	-12
COc1ccccc1/C=C/C(=O)NC(=S)NCC1CCCO1 (stereo not drawn)	6	-0.53	8.8	-8%	1082	i	-0.35	10	2.0	-3.7	1646	1.6	i	-11	0.64	687	-0.7	-0.71	13
CC(C)N1CC23C=CC(O2)C(C(=O)OCc2ccccc2)C3C1=O (stereo not drawn)	-16	0.29	5.3	-14%	1139	i	0.063	-13	2.0	-2.6	1173	1.9	nt	nt	-1.6	698	2	1.7	10
COc1ccc(C2OC(=O)CC2C(=O)NCc2ccc(Cl)cc2)cc1OC (stereo not drawn)	6	-0.59	14	-37%	1043	i	0.1	2	2.5	0.8	1208	2.0	i	-7	1.4	752	-0.084	0.075	-8
Cc1c(Cl)cccc1-n1c(SCC(=O)N(C)Cc2ccccc2)nnc1-c1ccncc1	-24	-1.1	4.6	7%	1222	i	-0.24	-4	1.6	-1.3	1009	3.4	i	11	-0.49	760	2	0.97	-12
C=C(C)C1CC=C(C)/C(=N/NC(=O)c2cccc([N+](=O)[O-])c2)C1 (stereo not drawn)	-15	0.28	7.7	11%	556	i	-0.24	2	2.5	-5.5	1375	5.3	i	-2	0.56	590	-0.66	-0.59	-10
c1ccc(N2N=C(c3cccs3)CC2c2ccco2)cc1 (stereo not drawn)	nt	0.07	4.6	20%	1374	i	-0.2	29	1.3	0.2	1510	2.1	i	15	0.28	nt	-0.79	-0.17	7
NC(=O)C1CCN(C2CC(=O)N(c3cccc(F)c3)C2=O)CC1 (stereo not drawn)	7	-0.32	6.4	4%	1186	i	-0.28	6	3.8	-3.5	909	4.8	i	16	-0.11	755	0.19	0.17	3
O=C(CNC(=O)c1ccc(Cl)cc1)N/N=C/C=C/c1ccccc1	0	-0.16	5.0	0%	1146	i	-0.14	11	1.2	-0.8	1510	6.0	i	0	-0.85	613	0.42	0.41	15
O=C(Nc1ccc(N2CCOCC2)cc1Cl)C1CCN(C(=O)OCc2ccccc2)CC1	-11	-1.5	nt	26%	1265	i	-0.27	nt	nt	1.8	1447	nt	nt	nt	0.22	657	-0.68	-0.37	nt
Cn1c(=O)[nH]c(=O)c2c1nc(SCCO)n2CC(O)COc1ccccc1 (stereo not drawn)	-9	1.3	7.2	-23%	999	i	-0.16	1	2.0	0.1	1519	2.6	i	27	-1.3	699	0.82	0.66	-3
Cc1cc2cc(C)c(NCCNC(=O)c3ccccc3F)nc2cc1C	14	-1.2	6.3	0%	1507	i	-0.29	23	3.0	-0.4	1390	3.9	i	9	0.38	663	-0.14	0.034	19
Cc1cccc(N(C(=O)c2csnn2)C(C(=O)NC(C)(C)C)c2ccncc2)c1 (stereo not drawn)	nt	-0.44	2.7	30%	1285	i	0.039	-26	1.4	1.0	1554	1.0	i	-7	0.71	nt	-0.47	-0.33	-19
Cc1nnc(Sc2nc3c(c(=O)n(C)c(=O)n3C)n2Cc2ccc(Cl)cc2)s1	2	-0.29	3.3	8%	499	i	-0.19	-13	2.0	-0.1	1220	3.8	i	29	0.88	789	-0.84	0.14	-22
O=C(/C=C/c1ccccc1)N(Cc1cccc(Cl)c1)C1CCS(=O)(=O)C1 (stereo not drawn)	-6	0.62	nt	-1%	1287	i	-0.8	nt	nt	-0.1	1056	nt	nt	nt	-0.6	669	0.41	-0.12	nt
COC(=O)Cn1c(C(F)(F)F)nc2ccccc21	-13	nt	9.0	0%	nt	i	-0.28	17	1.4	nt	nt	2.5	i	4	0.41	696	-0.47	-0.2	8
O=C(NC(=O)c1ccccc1O)c1ccc2c(c1)CCO2	-3	1.4	nt	-3%	1352	i	-0.23	nt	nt	0.1	1100	nt	nt	nt	0.093	703	1.2	1.1	nt
C=CCN1CC(O)=C(c2ccccc2)C1=N	-19	0.72	45*	-7%	1066	i	-0.25	-4	36*	4.7	772	34*	i	8	-0.18	785	-0.59	-0.065	11
N#C/C(=C\C=C\c1ccccc1)C(=O)NCc1cccnc1	-24	-0.06	3.9	-51%	999	i	-0.089	1	3.1	4.3	1354	2.9	i	-4	0.94	661	-1.4	-0.48	-2
CN(CCNC(=O)c1ccc(N2CCCC2=O)cc1)CCc1ccccc1	0	nt	2.0	20%	1182	i	0.23	-10	3.0	0.9	nt	5.8	i	5	-0.41	714	-0.32	-0.13	13
COc1ccc(-n2cc(CNCCc3nc(C)cc(C)n3)c(-c3ccccc3Cl)n2)cc1	-4	0.54	5.2	-1%	1502	i	-0.13	-11	3.5	-1.2	1066	2.8	i	19	0.057	603	-1.6	-0.83	-12
Cc1ccc(-n2nnnc2SCC(=O)N2CCN(C(=O)c3ccco3)CC2)c(C)c1	-15	0.18	1.6	6%	1005	i	-0.23	7	1.5	-0.8	1825	3.0	i	-7	0.86	676	-0.057	-0.7	10
CC(C)(C)n1nc2c(c1NC(=O)c1cccc(C(F)(F)F)c1)CS(=O)C2 (stereo not drawn)	nt	0.21	7.9	20%	1012	i	-0.24	-19	2.4	-9.4	1457	2.0	i	2	-0.27	nt	-0.4	-0.13	-2
CC(CN1CCNCC1)(NS(=O)(=O)c1ccccc1)c1ccccc1 (stereo not drawn)	-4	-1.6	14	10%	1090	i	-0.26	11	1.7	-0.6	616	2.5	i	-4	0.63	770	-1.1	-0.33	12
CCOC(=O)C1C2C=CC3(CN(Cc4ccccc4)C(=O)C13)O2 (stereo not drawn)	0	nt	3.6	2%	1115	i	-0.21	-13	2.6	0.0	nt	3.5	i	22	0.089	734	-0.65	-0.25	5
Cc1cc(C)c2nc(Cl)c(C3NC(=O)c4ccccc4N3)cc2c1 (stereo not drawn)	24	-0.56	0.1	15%	1137	i	-0.33	-22	8.0	-3.2	1402	6.4	i	-7	-0.23	727	-0.071	0.28	14
NC(=O)CN(c1ccc(Cl)cc1)S(=O)(=O)c1ccccc1	-10	0.44	11	6%	546	i	-0.22	-7	3.1	-4.1	1268	2.2	i	-1	0.68	508	-0.81	0.39	-11
Cc1cccc(C2Nc3ccccc3C(=O)N2NC(=O)c2ccc([N+](=O)[O-])cc2)n1 (stereo not drawn)	-19	-0.05	13	-1%	585	i	-0.26	-4	4.6	-1.2	1246	1.7	i	3	-0.69	691	1.1	0.15	-16

Reprinted at random: 3 compounds from above
Compound	Hep lipid drop	Insulin prom up	MT stabilize HCS cytotoxicity %	HEK293 NOD2/NF-kB	bCat nuc transl cell count 5 µM	Yfh1-depleted yeast	Dynein cargo inh cytoplasmic EGFP	WT yeast gro inh	MT stabilize HCS Hoechst-high %	bCat nuc transl	Insulin prom up cell count	MT stabilize HCS	Autophagy HCS	Autophagy HCS cell loss 18 h	Dynein cargo inh cell count	Hep lipid drop cells 6.5 µM	Dynein cargo inh	Dynein cargo inh nuclear GR-EGFP	WT yeast gro inh mutant strain
Cc1cc(C)c2nc(Cl)c(C3NC(=O)c4ccccc4N3)cc2c1 (stereo not drawn)	24	-0.56	0.1	15%	1137	i	-0.33	-22	8.0	-3.2	1402	6.4	i	-7	-0.23	727	-0.071	0.28	14
NC(=O)CN(c1ccc(Cl)cc1)S(=O)(=O)c1ccccc1	-10	0.44	11	6%	546	i	-0.22	-7	3.1	-4.1	1268	2.2	i	-1	0.68	508	-0.81	0.39	-11
CCOC(=O)C1C2C=CC3(CN(Cc4ccccc4)C(=O)C13)O2 (stereo not drawn)	0	nt	3.6	2%	1115	i	-0.21	-13	2.6	0.0	nt	3.5	i	22	0.089	734	-0.65	-0.25	5

Compound activity deposited in PubChem BioAssay by several laboratories.

An excerpt; the hit share may differ from the screen's.
